# VCAM1 TNFa inh – reduces TNF alpha induced VCAM1 expression in HUVEC; inhibition, % at 2 µM; HUVEC TNFa-induced VCAM-1 immunofluorescence, high-content imaging; actives 0.48% (n = 95,000);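 active = inhibition above the batch mean plus 3 SD, with images confirmed as a hit by eye, cut at about 37% in these data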;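 also: 0% = TNF-stimulated DMSO wells and 100% = unstimulated control wells; not every result past the cut was called active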
# IL1B cytotox – HUVEC cytotoxicity counter-screen, IL-1B stimulated; cell count reduction, % at 2 µM; actives 0.41% (n = 94,000); HUVEC cell count loss, Hoechst imaging;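 active = cell count reduction more than 3 SD above the screen-wide mean, cut at about 70% in these data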;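 also: normalized per plate to untreated control cells as the no-loss baseline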
# sEH inhibitor – blocks human soluble epoxide hydrolase activity | recombinant human sEH enzymatic activity assay | P34913 | inhibition, % at 2 µM | actives 0.34% (n = 91,000) | AID 707; in the data active = inhibition above about 80%; also: values of inactives mirror those of a sister screen read the other way; many of its hits are not listed in these tables
# Target sequence (P34913 whole entry, looked up): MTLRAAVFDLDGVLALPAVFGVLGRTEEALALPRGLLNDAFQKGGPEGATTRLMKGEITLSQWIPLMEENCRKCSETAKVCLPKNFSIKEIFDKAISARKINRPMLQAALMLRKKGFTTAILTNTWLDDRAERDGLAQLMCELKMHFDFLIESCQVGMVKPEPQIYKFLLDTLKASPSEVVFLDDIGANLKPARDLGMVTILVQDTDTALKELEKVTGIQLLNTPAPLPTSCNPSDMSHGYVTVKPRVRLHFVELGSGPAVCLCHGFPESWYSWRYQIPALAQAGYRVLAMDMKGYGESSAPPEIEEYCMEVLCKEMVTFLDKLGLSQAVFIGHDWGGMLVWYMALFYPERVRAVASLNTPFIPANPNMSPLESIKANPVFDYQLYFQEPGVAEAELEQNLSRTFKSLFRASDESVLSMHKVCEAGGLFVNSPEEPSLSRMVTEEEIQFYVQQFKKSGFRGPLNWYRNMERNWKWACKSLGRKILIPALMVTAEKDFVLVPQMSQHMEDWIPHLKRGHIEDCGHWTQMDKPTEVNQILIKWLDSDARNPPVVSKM
# Candida biofilm – kills Candida albicans biofilms; C. albicans biofilm + clotrimazole, Alamar Blue; AID 834; actives 0.14% (n = 85,000); inhibition, % at 6 µM;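 active = inhibition above 20%; inactive = inhibition below 20%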;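 also: preformed 24 hr biofilms exposed to compound for 48 hr; 0% = biofilm without compound and 100% = blank killed by clotrimazole plus chlorhexidine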
# sEH act – soluble epoxide hydrolase (human) activation | actives 0.04% (n = 91,000) | P34913 | purified human sEH enzymatic activity, activator screen | activation, % at 2 µM | AID 717; in the data active = activation above about 37%; also: values of inactives mirror those of a sister screen read the other way
# TNFa cytotox – toxic to HUVEC cells under TNF alpha stimulation; AID 848; HUVEC TNFalpha-stimulated, Hoechst cell count, imaging; cell count reduction, % at 2 µM; actives 0.17% (n = 93,000);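 active = cell count reduction exceeding the screen mean by over 5 SD, scaled to untreated wells per plate, cut at about 78% in these data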;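 also: cells counted after 24 h of TNF alpha exposure following the 1 h pretreatment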
# Smad3 FoxH1 inh – inhibitors of human Smad3 transcription factor binding. actives 0.29% (n = 88,000). inhibition, % at 25 µM. AID 630. P84022. TR-FRET Smad3/Dy647-FoxH1 peptide binding, europium anti-His;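 active = compounds that reduce the energy-transfer binding signal between the protein and its labelled peptide by more than half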;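 also: 0% = Smad3 plus labelled peptide maximal FRET and 100% = peptide-only background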
# Target sequence (P84022 whole entry, looked up): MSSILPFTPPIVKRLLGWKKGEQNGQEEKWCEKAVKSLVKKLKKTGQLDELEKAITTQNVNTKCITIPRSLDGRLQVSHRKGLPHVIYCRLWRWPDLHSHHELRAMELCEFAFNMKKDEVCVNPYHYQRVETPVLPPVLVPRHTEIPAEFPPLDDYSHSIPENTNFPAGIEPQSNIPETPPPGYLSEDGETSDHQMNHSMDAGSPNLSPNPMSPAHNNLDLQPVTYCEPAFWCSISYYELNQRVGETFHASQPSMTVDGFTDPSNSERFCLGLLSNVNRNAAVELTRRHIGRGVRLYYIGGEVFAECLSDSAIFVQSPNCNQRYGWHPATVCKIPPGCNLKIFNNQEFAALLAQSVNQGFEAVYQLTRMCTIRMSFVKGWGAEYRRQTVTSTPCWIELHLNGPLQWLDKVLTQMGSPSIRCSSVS
# cytoskel mod – alters cytoskeleton assembly in HUVEC cells | actives 0.18% (n = 91,000) | inhibition, % at 2 µM | AID 836 | HUVEC TNFa F-actin phalloidin imaging, high content;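 active = inhibition above the batch mean plus 3 SD and confirmed as a hit by visual image inspection, cut at about 30% in these data, passing the limit was not always enough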; also: strong numbers were not always called active
# ERb SRC1 inh – ER-beta (human) coactivator binding inhibition; TR-FRET ER-beta LBD / SRC1-Cy5 peptide binding; receptor agonist-loaded with 1 µM estradiol; inhibition, % at 25.6 µM; actives 1.3% (n = 86,000);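 active = compounds whose percent inhibition of the receptor-coactivator binding signal exceeds about 50% in the single-dose screen, limit read from the data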;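 also: 0% = receptor plus peptide wells without compound and 100% = peptide-only wells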
# Active calls of the source: *; x = no result given; [ ] = another dose, or the depositor's remark. An excerpt; the hit share may differ from the screen's.
SMILES,VCAM1 TNFa inh,IL1B cytotox,sEH inhibitor,Candida biofilm,sEH act,TNFa cytotox,Smad3 FoxH1 inh,cytoskel mod,ERb SRC1 inh
CCCOc1ccc(-c2nc(C#N)c(NCCCn3ccnc3)o2)cc1,-3.9,3.7,4.1,3.2,-2.9,-3.6,-1.6,-6.6,-18.9
CC(C)(C)OC(=O)N1CCN(c2ccc(CNC(=O)c3ccc(Cl)cc3)cc2)CC1,5.8,1.2,2.5,x,-2.9,-32.8,x,19.9,x
O=C(c1ccc2c(c1)OCO2)N1CCOCC1,5.4,-20.2,2.7,5.7,1.0,-10.7,6.8,-13.1,-12.2
COc1ccc(CCC(=O)Nc2nc3c(s2)CN(C)CC3)cc1OC,x,-47.8,-2.2,5.0,3.5,x,-5.1,-4.3,5.1
CN1CCN(CCCNC(=O)Cn2ncc3c4ccccc4n(C)c3c2=O)CC1,17.0,-57.0,-2.3,4.4,2.3,-17.1,-2.4,7.9,-5.6
COC(=O)CN1C(=O)CC(C)(C)S(=O)c2ccccc21 (stereo unspecified),19.2,-12.7,-12.4,-5.1,11.4,-25.0,-21.3[fluorescence artefact?],6.4,45.8[fluorescence artefact?]
Cc1oc2nc(SCC(=O)Nc3ccc(S(N)(=O)=O)cc3)nc(NC(=O)c3ccccc3)c2c1C,3.2,13.5,2.5,0.8,-1.6,-4.7,-116.8,3.0,10.6
CCCc1ccc(C(C)NC(=O)c2cnccn2)cc1 (stereo unspecified),7.5,-11.9,4.9,-4.2,-3.7,1.2,-6.4,-10.6,22.2[fluorescence artefact?]
CCOC(=O)N1CCC(Nc2c(NCCN3CCN(c4cccc(Cl)c4)CC3)c(=O)c2=O)CC1,6.4,9.1,1.7,5.6,-1.1,-18.6,4.8,4.7,0.0[fluorescence artefact?]
COc1ccc(CNc2ccc(-c3ccc(OC)cc3)nn2)cc1,3.8,-24.3,-1.5,1.8,4.9,-38.5,3.6,-18.5,-6.7
CNC(=O)c1nc(C)n(-c2cc(Cl)cc(Cl)c2)n1,18.5,-32.3,-0.9,x,-0.1,-25.2,x,-26.2,x
CC(=O)n1c(Cl)c(NC(=O)CCl)c2ccccc21,28.6,-4.1,9.1,-2.0,-7.3,10.0,24.2[fluorescence artefact?],-2.8,-0.8
C/C=C(\C)c1nnc(NC(=O)c2ccco2)s1,18.4,-22.0,-4.1,2.3,4.3,-23.8,10.7[fluorescence artefact?],15.2,-4.4
N#Cc1c(N)sc2c1CCN(C(=O)OCc1ccccc1)C2,-10.0,-0.9,11.7,3.6,-7.2,x,8.1,0.3,-25.3
COc1ccc(C(=O)/C=C/NCc2ccc(C)cc2)cc1,1.1,-27.4,2.3,x,-3.3,-19.8,x,-15.7,x
Cn1c(=O)c2c(nc(SCC(=O)Nc3ccccc3N3CCCCC3)n2C)n(C)c1=O,24.6,15.2,x,3.6,x,-20.2,0.1,1.8,1.1
COc1ccc(N2CCN(Cc3nc4ccsc4c(=O)[nH]3)CC2)cc1,-1.9,-12.2,3.6,x,-5.5,-10.3,x,-2.1,x
NC(=S)NNc1cccc(Cl)c1,-7.0,4.9,0.0,6.0,-1.4,-45.9,18.7,x,-11.1
Cc1ccc(S(=O)(=O)N2C(=O)C(c3ccccc3)SC2=Nc2ccccc2)cc1 (stereo unspecified),19.8,6.1,-8.6,x,9.5,-4.9,x,-8.3,x
Cc1ccc(C(=O)NNC(=S)NC(=O)COc2ccccc2)cc1,2.2,-21.6,2.3,x,-0.4,-12.1,x,5.3,x
CCCC1(CCC)NC(=O)N(CC(=O)Nc2ccccc2OC)C1=O,19.8,0.0,1.0,4.4,-2.3,-6.6,17.1[fluorescence artefact?],20.5,-11.4
O=C(CCN1C(=O)S/C(=C\c2ccccc2)C1=O)Nc1ccc(S(=O)(=O)Nc2nccs2)cc1,-17.0,-17.5,8.8,x,-3.4,0.9,x,-0.7,x
COc1cc(C2C(C(=O)OC(C)C)=C(C)Nc3[nH]c(=O)[nH]c(=O)c32)ccc1O (stereo unspecified),-3.6,-10.8,-2.8,4.0,4.2,8.1,-0.9,-10.9,2.1
O=C(CSc1nnc(-c2cccs2)o1)N1CCCc2ccccc21,10.0,-7.1,-3.4,4.9,1.6,-29.3,-10.2,-17.0,-3.4
COc1ccc(C2CC(C(F)(F)F)n3nc(C(=O)Nc4ccc5c(c4)OCO5)cc3N2)cc1 (stereo unspecified),7.6,-55.2,5.7,6.0,-7.5,-21.3,11.1[fluorescence artefact?],1.6,-1.9
SMILES,VCAM1 TNFa inh,IL1B cytotox,sEH inhibitor,Candida biofilm,sEH act,TNFa cytotox,Smad3 FoxH1 inh,cytoskel mod,ERb SRC1 inh
CCCCc1noc2c1/C(=N\O)CC(c1ccccc1)C2 (stereo unspecified),9.8,-13.3,-8.5,10.9,8.0,-10.1,-4.3,4.1,0.9
N#Cc1c(Sc2ncc(C(F)(F)F)cc2Cl)nsc1C/C=N\OCc1ccccc1Br,2.6,x,-10.5,3.9,7.4,7.5,15.2[fluorescence artefact?],-6.9,-4.7
N#CCSCC(=O)Nc1ccc(Br)cc1,18.1,0.0,-6.6,7.1,3.8,-8.7,2.6,4.7,-10.1
CCC(C)(NC(=O)CNC(C)=O)C(=O)NC1CCCCC1 (stereo unspecified),7.5,-27.6,4.6,7.5,-6.3,-6.4,7.2,11.7,-6.8
COc1ccc(-c2ccc(-c3noc(-c4ccccc4F)n3)c(OC)n2)cc1,-2.5,-8.6,-3.5,5.6,7.2,-17.1,6.0[fluorescence artefact?],-0.4,39.5[fluorescence artefact?]
O=c1nc2n(c3cc(Cl)c(S(=O)(=O)N4CCOCC4)cc13)CCCCC2,10.2,1.6,-7.0,4.7,6.5,-9.7,3.5,38.3,4.6
CSc1nsc(SC)c1C(=O)Nc1ccc(C)cc1,9.2,-20.9,24.2,13.9,-21.5,0.7,3.2,-4.4,-1.1
Cc1ccc(S(=O)(=O)Oc2ccc(/C=N/NC(=O)c3c(Cl)cnn3C)cc2)cc1,38.7,-44.9,13.4,6.2,-10.5,2.9,1.6,-2.9,-8.8
CCCn1c(SCC(=O)N2c3ccccc3Sc3ccccc32)nc2c1c(=O)n(C)c(=O)n2C,1.3,4.1,5.5,10.2,-5.8,-5.6,0.4,13.3,5.3
CC(=O)/C(C[N+]1(C)CCCCC1)=N\O,16.3,3.6,9.7,x,-8.2,-3.3,3.8,-11.7,-0.1
O=C(Nc1ccccc1)c1cccc(S(=O)(=O)N2CCCCC2)c1,10.4,-4.3,45.8,10.0,-45.8,3.5,-6.2,-3.4,17.7
Oc1[nH]c2ccccc2c1C1=NCCCC1,1.3,-13.8,14.6,6.1,-13.1,-13.0,-8.8,6.2,92.2*[fluorescence artefact?]
CCCCOc1ccc(C(=O)N/C(=C\c2cccc([N+](=O)[O-])c2)C(=O)OCCC)cc1,10.4,19.8,5.9,x,-3.8,-22.8,x,35.9,x
Clc1ccccc1-c1nc(-c2cccnc2)no1,-11.1,-18.1,0.9,7.1,-4.3,0.7,-5.7,-8.3,-7.5[fluorescence artefact?]
CCOC(=O)c1c(C)[nH]c(C(=O)OCC(=O)N2CCN(S(=O)(=O)c3ccccc3)CC2)c1C,20.0,-13.8,8.2,3.5,-7.3,-24.7,0.8,-3.1,4.6[fluorescence artefact?]
COC(=O)c1cccc(Nc2ncnc3ccc(C)cc23)c1,18.7,0.9,-4.4,-4.4,0.0,-0.8,-20.9,x,2.4
Cc1cccc(-n2nnnc2SCC(=O)c2cc(C)n(Cc3ccco3)c2C)c1,2.8,-5.8,-7.4,-5.3,6.6,-6.1,-7.9,-20.2,46.8[fluorescence artefact?]
CC(NC(=O)c1cc2c(=O)n(C)c3ccccc3c2n1C)c1ccc2c(c1)OCCO2 (stereo unspecified),13.1,-27.1,-9.2,3.9,9.2,-17.1,-10.8,5.0,5.8
O=S(c1ccc2ccccc2c1)c1cnns1 (stereo unspecified),12.9,1.1,2.8,x,0.1,-7.4,x,-0.9,x
CCOC(=O)C1CCCCN1Cc1cc(OC)ccc1OC (stereo unspecified),-13.6,5.7,2.4,7.0,-0.4,2.4,23.6[fluorescence artefact?],-1.8,0.5
CC1(C)N=C(N)N=C(N)N1c1ccc(C(=O)O)cc1,-0.4,-0.6,12.0,x,-13.7,-11.2,x,-14.4,x
C/C(CCc1ccco1)=N/NC(=O)CCC(=O)Nc1cccc(Cl)c1,15.4,-15.6,8.0,x,-2.5,-28.0,x,-21.2,x
CC1=C(C(=O)Nc2ccccc2)C(c2cccnc2)n2nc(-c3cccnc3)nc2N1 (stereo unspecified),26.6,-17.9,x,3.9,x,-20.2,11.3,-10.7,-0.2[fluorescence artefact?]
COc1ccc(C2(C)NC(=O)N(Cc3cc(Cl)cc4c3OCOC4)C2=O)cc1OC (stereo unspecified),-2.4,-21.3,-8.9,9.6,6.4,17.2,-0.2,-18.8,-11.7
Oc1ccc(Oc2ccc3c(C(F)(F)F)cc(C(F)(F)F)nc3n2)cc1,-20.0,8.2,-2.4,x,2.1,-31.7,x,-1.0,x
SMILES,VCAM1 TNFa inh,IL1B cytotox,sEH inhibitor,Candida biofilm,sEH act,TNFa cytotox,Smad3 FoxH1 inh,cytoskel mod,ERb SRC1 inh
OCc1ccnc2c(O)cccc12,9.0,-14.2,8.5,x,-9.0,-29.2,x,-4.9,x
CCOC(=O)c1ccc(Nc2nnc3nc(C)cc(C)n23)cc1,-12.1,-13.4,-10.9,9.8,10.3,-2.9,6.3,5.8,-3.6[fluorescence artefact?]
CCOC(=O)c1[nH]c(C)c(/C(O)=C2\C(=O)C(=O)N(CCN(C)C)C2c2cccc(OC)c2OC)c1C (stereo unspecified),2.8,2.8,-6.8,6.6,6.9,-13.9,11.7,-0.2,-9.3
Nn1c(SCC(=O)Nc2ccccc2F)nc2ccccc2c1=O,15.9,0.8,0.8,7.2,2.0,3.3,2.1,-21.5,1.8
Cn1c(=O)c(C(=O)CSc2nncs2)c(N)n(Cc2ccccc2)c1=O,-4.0,-11.3,-5.5,7.5,4.9,-10.6,15.7[fluorescence artefact?],5.0,4.5[fluorescence artefact?]
Cc1ccc(-n2nc(C)c3c2OC(N)=C(C#N)C3c2ccccc2F)cc1 (stereo unspecified),5.0,14.6,5.3,9.4,-5.2,-14.2,5.4,1.5,0.6[fluorescence artefact?]
Cc1ccc(N(C(=O)Cn2nnc(-c3cccs3)n2)C(C(=O)NC2CCCC2)c2ccncc2)cc1 (stereo unspecified),4.2,-11.1,5.8,x,-3.6,5.7,x,23.0,x
Cc1ccc(NC(=O)NNc2cccc(Cl)n2)cc1,10.6,13.6,6.9,x,-1.3,-56.1,x,18.4,x
Cc1ccc(-c2noc(CSc3nc(N)cc(N)n3)n2)cc1,30.3,5.4,x,8.7,x,72.2,-0.5,34.9*,2.4[fluorescence artefact?]
CCCCn1c(=N)n(CC(=O)C(C)(C)C)c2ccccc21,4.8,0.3,-6.0,2.6,4.2,-10.3,-15.5,4.3,-15.8
CC(C)NC(=O)Cn1nc(C(F)(F)F)c2c1CCC2,-27.8,29.9,2.7,9.0,0.0,-5.1,11.2,-12.9,-4.1
CCOc1ccc(OCc2ccc(C(=O)N3CCOCC3)cc2)cc1,18.8,-20.6,-6.8,9.7,6.7,-24.9,-3.9,-13.2,-12.3
O=C(COc1ccccc1Cl)NC(=S)Nc1cccc(NC(=O)c2ccccc2Cl)c1,-1.1,x,-15.1,x,15.0,-11.0,x,-0.2,x
CC(C)(C)c1nc2sc3c(c2c(=O)o1)CCCC3,-9.4,-2.1,6.1,1.9,-4.8,-13.1,4.5,-9.5,8.2

# By substructure, the compounds so far with bromine.
SMILES,VCAM1 TNFa inh,IL1B cytotox,sEH inhibitor,Candida biofilm,sEH act,TNFa cytotox,Smad3 FoxH1 inh,cytoskel mod,ERb SRC1 inh
N#Cc1c(Sc2ncc(C(F)(F)F)cc2Cl)nsc1C/C=N\OCc1ccccc1Br,2.6,x,-10.5,3.9,7.4,7.5,15.2[fluorescence artefact?],-6.9,-4.7
N#CCSCC(=O)Nc1ccc(Br)cc1,18.1,0.0,-6.6,7.1,3.8,-8.7,2.6,4.7,-10.1

# From PubChem
